Bioassay records (PubChem BioAssay)
Calb biofilm kill – kills Candida albicans biofilms | C. albicans biofilm + clotrimazole, Alamar Blue | inhibition, % at 6 µM | 85,000 compounds, 0.14% hits;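 active means inhibition above 20%; inactive means inhibition below 20%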;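 further: preformed 24 hr biofilms exposed to compound for 48 hr; 0% = biofilm without compound and 100% = blank killed by clotrimazole plus chlorhexidine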
Mac1 fbg inh – blocks human CD11b/CD18 adhesion to fibrinogen; inhibition, % at 10 µM; K562 CD11b/CD18 adhesion to fibrinogen, ATPlite luminescence; Mn2+ added to activate the integrin; 93,000 compounds, 0.54% hits;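 active means primary inhibition of 50% or more at 10 µM, then 40% or more on retest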; further: some results filed as inactive read as strong as hits
Target sequence (P05107 whole entry, looked up, other chains not shown): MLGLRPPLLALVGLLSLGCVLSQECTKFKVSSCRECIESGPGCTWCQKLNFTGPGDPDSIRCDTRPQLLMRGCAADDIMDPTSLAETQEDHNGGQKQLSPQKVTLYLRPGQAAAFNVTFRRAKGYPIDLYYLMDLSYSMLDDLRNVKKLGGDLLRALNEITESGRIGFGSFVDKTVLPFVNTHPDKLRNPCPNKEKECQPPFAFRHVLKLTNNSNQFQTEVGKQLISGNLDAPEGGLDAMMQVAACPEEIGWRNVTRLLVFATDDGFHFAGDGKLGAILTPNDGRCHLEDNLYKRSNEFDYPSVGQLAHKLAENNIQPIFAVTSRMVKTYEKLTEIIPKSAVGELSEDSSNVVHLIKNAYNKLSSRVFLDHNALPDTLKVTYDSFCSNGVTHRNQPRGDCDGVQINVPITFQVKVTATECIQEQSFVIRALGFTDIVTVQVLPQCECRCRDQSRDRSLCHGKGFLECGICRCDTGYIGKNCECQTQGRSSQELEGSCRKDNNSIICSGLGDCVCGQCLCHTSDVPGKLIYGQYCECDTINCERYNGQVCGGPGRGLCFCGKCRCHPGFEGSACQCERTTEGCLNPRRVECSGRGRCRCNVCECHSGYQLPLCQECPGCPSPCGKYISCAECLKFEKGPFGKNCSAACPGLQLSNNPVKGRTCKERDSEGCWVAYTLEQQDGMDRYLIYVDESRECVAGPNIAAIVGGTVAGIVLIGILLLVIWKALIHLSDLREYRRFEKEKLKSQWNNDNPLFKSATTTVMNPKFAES
sEH activator – increases human soluble epoxide hydrolase activity. P34913. purified human sEH enzymatic activity, activator screen. activation, % at 2 µM. 91,000 compounds, 0.04% hits. AID 717; in the data active means activation above about 37%; further: values of inactives mirror those of a sister screen read the other way
sEH inhibitor – blocks human soluble epoxide hydrolase activity; P34913; recombinant human sEH enzymatic activity assay; inhibition, % at 2 µM; 91,000 compounds, 0.34% hits; AID 707; in the data active means inhibition above about 80%; further: values of inactives mirror those of a sister screen read the other way; many of its hits are not listed in these tables
Smad3 FoxH1 inh – inhibitors of human Smad3 transcription factor binding | 88,000 compounds, 0.29% hits | inhibition, % at 25 µM | TR-FRET Smad3/Dy647-FoxH1 peptide binding, europium anti-His | AID 630 | P84022;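 active means compounds that reduce the energy-transfer binding signal between the protein and its labelled peptide by more than half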;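 further: 0% = Smad3 plus labelled peptide maximal FRET and 100% = peptide-only background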
MT1-MMP txn act – activates MT1-MMP transcription | 86,000 compounds, 0.16% hits | HT1080 MT1-MMP promoter luciferase reporter, luminescence, overnight; stronger effect = higher value | activation factor at 10 µM;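 active means activation factor of at least 2 for MT1-MMP transcription at 10 µM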
CD11b adhes enh – increases human CD11b/CD18 adhesion to fibrinogen; P05107+P11215; K562 CD11b/CD18 adhesion to fibrinogen, ATPlite luminescence; activation, % at 10 µM; 93,000 compounds, 0.07% hits; AID 1499;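 active means 10 µM primary screen giving 50% or more activity, confirmed by 40% or more on retest at that dose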; further: strong numbers were not always called active; reference of the scale not given here
ERa SRC1 pot – enhances coactivator binding to human estrogen receptor alpha; coactivator binding (% of control), % at 25.6 µM; 86,000 compounds, 1.3% hits; TR-FRET ERalpha-LBD/SRC-Cy5 coactivator binding, 2 h; 100 = basal binding, no effect; AID 639; in the data active means activity above about 200%;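 further: binding measured in presence of low estradiol as agonist stimulus; 0% = peptide alone without receptor and 100% = receptor with peptide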
ERb coact inh – blocks coactivator binding to human estrogen receptor beta; Q92731; TR-FRET ER-beta LBD / SRC1-Cy5 peptide binding; receptor agonist-loaded with 1 µM estradiol; inhibition, % at 25.6 µM; 86,000 compounds, 1.3% hits; AID 633;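 active means compounds whose percent inhibition of the receptor-coactivator binding signal exceeds about 50% in the single-dose screen, limit read from the data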;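 further: 0% = receptor plus peptide wells without compound and 100% = peptide-only wells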
Active calls of the source: *; / = not tested or not shown; [ ] = another dose, or the depositor's remark.

SMILES	Calb biofilm kill	Mac1 fbg inh	sEH activator	sEH inhibitor	Smad3 FoxH1 inh	MT1-MMP txn act	CD11b adhes enh	ERa SRC1 pot	ERb coact inh
c1ccc(-n2ncc3c(NCCN4CCCCC4)ncnc32)cc1	0	-7	0	0	-4	1.7	-5	98[fluorescence artefact?]	-4
COc1ccc(Cn2nnnc2C(C(C)C)N2CCc3ccccc32)cc1 (stereo unspecified)	2	3	-10	11	8	1.1	1	91	2
O=C(O)c1ccc(NC(=S)NC(NC(=O)c2ccco2)C(Cl)(Cl)Cl)cc1 (stereo unspecified)	3	-66	6	-6	6	/	-1	98[fluorescence artefact?]	1
Cc1ccc(S(=O)(=O)N2CCN(Cc3nc4sc(C)c(C)c4c(=O)[nH]3)CC2)cc1	5	5	0	1	-96[fluorescence artefact?]	1	-6	155	0[fluorescence artefact?]
CN1C(=O)NC(NC(=O)c2ccco2)(C(F)(F)F)C1=O (stereo unspecified)	3	-25	8	-4	-10	1.1	-1	121	-11
CCOc1ccc(C(=O)NC(Cc2ccccc2)C(=O)OC)cc1 (stereo unspecified)	0	/	8	-4	-8	1.9	/	104	3
CCOC(=O)CN1c2ccccc2NC(=O)CC1C (stereo unspecified)	-6	-17	-1	0	-6	1.2	-4	102	2[fluorescence artefact?]
COc1ccc(NC(=O)c2cnc3sccn3c2=O)cc1	7	4	/	/	6	1.5	-3	104	9
Cc1sc2nc(CN3CCOCC3)nc(NS(=O)(=O)c3ccc4c(c3)OCCO4)c2c1C	3	-14	1	1	5	1	-4	100	6
COc1ccccc1C1CC(=O)Nc2cc3c(cc21)OCCO3 (stereo unspecified)	5	43	0	0	-9	0.5	-9	100	6
O=C(CN(CCc1ccccc1)C(=O)CN1C(=O)COc2ccccc21)NCc1ccco1	11	/	12	-13	9	1.1	/	91	2
NS(=O)(=O)c1ccc(NCc2ccccc2OCc2ccc(F)cc2)cc1	/	65*	-2	3	/	/	-6	/	/
COc1ccccc1C(=O)N1CCNC(=O)C1CC(=O)Nc1ccc(Cl)cc1 (stereo unspecified)	/	-8	-3	8	-4	1.2	-2	104	-7
COc1cc(-c2nnc(COC(=O)c3cc(C)nc4ccc(C)cc34)o2)cc(OC)c1OC	2	-22	15	-12	-7[fluorescence artefact?]	/	18	96[fluorescence artefact?]	22
CCCc1nnc(NC(=O)c2c(O)c3cccc4c3n(c2=O)CCC4)s1	4	-8	/	/	45[fluorescence artefact?]	0.9	103	93	56*[fluorescence artefact?]
N#Cc1ccccc1Cn1c(=O)n(CCCC(=O)NCc2ccc3c(c2)OCO3)c(=O)c2ccccc21	8	/	/	/	6	1.2	/	115[fluorescence artefact?]	-9[fluorescence artefact?]
COc1cc(-c2nc(-c3ccc4c(c3)-c3ccccc3S4(=O)=O)c(-c3ccccc3)[nH]2)cc(OC)c1OC	3	4	15	-13	7	/	0	130	3
Cn1c(=O)[nH]c(=O)c2c1nc(SCC(O)CO)n2Cc1ccccc1Cl (stereo unspecified)	5	-22	-2	0	-3[fluorescence artefact?]	1.3	4	71	5
Cc1noc(C)c1COc1cccc(C(=O)OC(C)C(=O)Nc2ccc3c(c2)OCO3)c1 (stereo unspecified)	/	18	-23	24	/	/	4	/	/
CCCCN(CC)C(=O)Cn1ncc2c1-c1cc(C)ccc1OC2	6	-5	11	-13	10	/	-4	123	-10
Cc1nc2c(-c3ccc(F)cc3)c(C)nn2c(C)c1CCC(=O)NC(C)CCc1ccco1 (stereo unspecified)	0	/	-9	8	4	1	/	88	-8[fluorescence artefact?]
COc1cccc(Cn2cccc(NC(=O)NC3CCCCC3)c2=O)c1	1	-3	-23	23	14	1	2	97	0[fluorescence artefact?]
CSc1ccc(Cl)c(C(=O)OCC(=O)N2CCOCC2)c1	5	0	1	-1	1	0.9	-5	85	15
CC(C)OC(=O)c1ccc(NC(=O)C2C3CC4OC(=O)C2C4C3)cc1 (stereo unspecified)	3	/	-4	5	4	1.4	/	101[fluorescence artefact?]	-5
CC1(C)CC(CCNC(=O)c2ccco2)CC(C)(C)N1	3	/	-4	3	11	1	/	113	-9
O=S(=O)(c1cccc(S(=O)(=O)N2CCC(n3nnc4ccccc43)CC2)c1)N1CCCCC1	-2	8	12	-14	-2	1	-1	125	4[fluorescence artefact?]
Cc1nc(SCC(=O)NCc2ccco2)nc(C)c1C	11	-8	/	/	6	1.2	-4	125	6
COc1ccc(C)cc1-n1nnnc1SCC(=O)c1ccc2c(c1)OCCO2	3	6	19	-21	1	1.1	-1	233*	25[fluorescence artefact?]
CCNCC(O)COCC(O)CNCC (stereo unspecified)	/	-14	2	0	/	1.1	-3	/	/
Cc1ccc(C)c(N2CCN(c3nnnn3-c3ccccc3)CC2)c1	10	9	-8	10	1	/	0	74	8
CCNC(=O)CN(CCc1ccccc1)S(=O)(=O)c1ccc(OC)cc1	-2	-1	-3	1	-4	1.3	-2	91	0
CCOc1cc(/C=C2\SC(=S)N(Nc3ccccc3)C2=O)ccc1O	/	3	-1	3	/	/	-1	/	/
O=C(O)c1ccc(S(=O)(=O)N2CCC(c3nc(-c4ccccc4Cl)no3)CC2)cc1	12	-5	-4	5	6	1.2	-3	97	20
COc1ccc(C2Nc3ccccc3C(=O)N2Cc2ccco2)cc1COc1ccc(F)cc1 (stereo unspecified)	2	/	-2	3	-1	1	/	106	-1
Cn1c(CN2CCOCC2)nc2cc(NC(=O)c3ccc(F)cc3)ccc21	8	16	12	-12	16	1.1	0	81[fluorescence artefact?]	22
CCN(CC)C(=O)CN(C#N)c1nc(OC)nc(N(C)C)n1	7	13	/	/	4	1.1	-4	107	-10
COC(=O)c1ccc2ccn(CC(=O)NC3CCCCC3)c2c1	-1	/	-12	11	-3	1.2	/	99	-5
Cc1cccc(C)c1NC(=O)CSCCO	6	-2	5	-4	8[fluorescence artefact?]	1.2	-2	118[fluorescence artefact?]	9
CCCCn1c(=O)c2c(O)cc(=O)oc2c2ccccc21	/	-12	-8	8	/	/	-3	/	/
CC1CC2(CCCCC2)Nc2c1ccc1ccccc21 (stereo unspecified)	0	/	8	-2	-1	1.3	/	97[fluorescence artefact?]	-14
CCCCP(=O)(CCCC)c1ccccc1C(=O)O	6	-7	/	/	4[fluorescence artefact?]	1.3	0	134[fluorescence artefact?]	5[fluorescence artefact?]
COc1cc(OC)cc(C(=O)N2CCC(N3CCCCCC3)CC2)c1	7	/	-4	8	3	1.2	/	101[fluorescence artefact?]	14[fluorescence artefact?]
COCCN1Cc2cccc(C(=O)Nc3ccc(S(=O)(=O)N4CCCCCC4)cc3)c2C1=O	1	/	/	/	14[fluorescence artefact?]	1.2	/	104	-4[fluorescence artefact?]
O=C(c1cccc(Cl)c1)N1CCN(C(=O)c2ccccc2F)CC1	5	12	-2	3	1	1	-4	51	-1[fluorescence artefact?]
Cc1cc(C)cc(N(CC(=O)NCC2CCCO2)C(=O)CCC(=O)Nc2cc(C)on2)c1 (stereo unspecified)	3	-8	11	-12	0	1.1	-2	88	7
C=CCNC(=O)NC(=O)COC(=O)COc1ccc(Br)cc1F	2	6	1	-1	2	1.1	-4	118	-7
O=C(O)c1cccc(N2CCCCS2(=O)=O)c1	3	16	-12	12	8	1.2	1	88	2
O=C(Nc1ccc(-c2nnc(-c3ccccc3)o2)cc1)C1CCCO1 (stereo unspecified)	4	2	3	2	-6	1.1	-1	122	-28
CC(C)NC(=O)c1ccccc1NC(=O)c1ccccc1N(C)S(C)(=O)=O	5	7	1	2	20	1.1	-5	120[fluorescence artefact?]	-4
Cc1nc(NCc2ccccn2)c2ccccc2n1	12	37	2	0	5	1	2	117	6
CC(C)Cc1nnc(NC(=O)c2ccncc2)s1	4	-13	3	-5	2	1	-4	110	-9
CCc1c(C)nc2nc(NC(C)=O)[nH]n2c1=O	/	-4	-4	2	/	/	-4	/	/
Cc1cc(C)n2nc(S(=O)(=O)N(C)c3ccccc3)nc2n1	-1	7	-7	7	-5	1.1	-1	86	-4
CCC(=O)Nc1sc(C(=O)N2CCCCC2)c(C)c1C#N	-1	-13	3	-2	-22	1	-1	127	0[fluorescence artefact?]
COc1cc(OC)cc(C(=O)NCCCN2CCOCC2)c1	3	/	6	-6	1	1.2	/	102	-4
O=C(CCN1CCN(CC(=O)Nc2ccccc2Cl)CC1)Nc1ccccc1F	-2	/	0	0	1	0.9	/	115[fluorescence artefact?]	2
COc1ccc2oc(=O)c(C(=O)NCC3CCCO3)cc2c1 (stereo unspecified)	2	-6	6	-4	11	1.5	2	107	3
COc1cccc(NC(=O)Cn2cnc3sc(C)c(S(=O)(=O)N4CCN(C)CC4)c3c2=O)c1	7	/	8	-8	4	1.2	/	96	-3[fluorescence artefact?]
COc1ccc(-n2c(SCC(=O)N3CCCCC3C)nnc2-c2cccnc2)cc1 (stereo unspecified)	10	0	-3	1	-6	1	1	120	-5
CCSc1nc2ccccc2n1C(=O)Oc1ccccc1	8	/	15	-12	-7	1.4	/	497*[fluorescence artefact?]	4

Other compounds.
SMILES	Calb biofilm kill	Mac1 fbg inh	sEH activator	sEH inhibitor	Smad3 FoxH1 inh	MT1-MMP txn act	CD11b adhes enh	ERa SRC1 pot	ERb coact inh
COc1ccc2nc(NC(=O)CSc3nnc4n3C(C)(C)Cc3ccccc3-4)sc2c1	10	5	-4	6	-1	1.3	-2	113[fluorescence artefact?]	10
COc1ccc(N2C3=[N+](CC2(C)O)c2ccccc2CC3)cc1 (stereo unspecified)	4	-10	6	-7	-1	1	-3	116	4[fluorescence artefact?]
CCOC(=O)N1CCN(c2ccc3nnnn3n2)CC1	0	-6	-4	4	-6	1.1	4	109	-5
CCN(CC(=O)Nc1ccc(S(N)(=O)=O)cc1)S(=O)(=O)c1cc(C)ccc1OC	4	-15	1	1	-2	1.1	2	105	-19
O=C(Nc1c2c(nn1-c1ccc(Cl)cc1)CS(=O)(=O)C2)c1ccc2c(c1)OCO2	4	-13	-8	9	-3	1.2	0	108	15[fluorescence artefact?]
COc1ccc(Oc2nnc(-c3ccc(C)cc3)c3ccccc23)cc1	/	5	-9	9	/	/	2	/	/
CC(C)CN(CC(C)C)C(=O)C12CCC(C)(C(=O)C1)C2(C)C (stereo unspecified)	-5	/	-12	12	10	1.1	/	101	6
O=C(CSc1cn(CCNC(=O)c2cccs2)c2ccccc12)NC1CCCCC1	6	10	-16	13	1	/	4	102	11
O=C(c1cn(-c2ccccc2)nc1-c1ccncc1)n1nnc2ccccc21	5	/	1	0	11	1.2	/	216*	26[fluorescence artefact?]
Cc1ccccc1N(CC(N)=O)S(C)(=O)=O	7	0	-1	1	-7	1.1	-1	115[fluorescence artefact?]	-5[fluorescence artefact?]
COc1cc(C(=O)Nc2ccc(NC(=O)C(C)C)nc2)cc(OC)c1OC	1	-13	/	/	12	0.9	-5	114	3[fluorescence artefact?]
COc1ccc(NC(=O)c2cc(S(=O)(=O)N3CCCCC3)ccc2N2CCCCC2)cn1	6	13	/	/	2	1.2	-4	100	9
COc1cc(NS(=O)(=O)c2ccc(OC)c(OC)c2)cc(OC)c1	6	-11	5	-11	2[fluorescence artefact?]	1.1	-1	103	-1

5 structures from above, arranged by number of heavy atoms, rising:
SMILES	Calb biofilm kill	Mac1 fbg inh	sEH activator	sEH inhibitor	Smad3 FoxH1 inh	MT1-MMP txn act	CD11b adhes enh	ERa SRC1 pot	ERb coact inh
Cc1ccccc1N(CC(N)=O)S(C)(=O)=O	7	0	-1	1	-7	1.1	-1	115[fluorescence artefact?]	-5[fluorescence artefact?]
COc1ccc(Oc2nnc(-c3ccc(C)cc3)c3ccccc23)cc1	/	5	-9	9	/	/	2	/	/
COc1cc(C(=O)Nc2ccc(NC(=O)C(C)C)nc2)cc(OC)c1OC	1	-13	/	/	12	0.9	-5	114	3[fluorescence artefact?]
O=C(c1cn(-c2ccccc2)nc1-c1ccncc1)n1nnc2ccccc21	5	/	1	0	11	1.2	/	216*	26[fluorescence artefact?]
COc1ccc(NC(=O)c2cc(S(=O)(=O)N3CCCCC3)ccc2N2CCCCC2)cn1	6	13	/	/	2	1.2	-4	100	9

This is a subset; count on the stated rates, not on these rows.
